TRHR enhancer: TRH receptor (human) allosteric enhancement; 360,000 tested, 0.66% active; enhancement, % at 2 µM; TRHR cells, fluo-8 calcium fluorescence, EC20 TRH enhancement; P34981; AID 493056; in the data active = enhancement above about 30%; note: 0% is about no effect
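TRHR-expressing cells loaded with fluo-8 calcium dye were read kinetically (ex 480/em 530) during compound addition, then stimulated with an EC20 of TRH (10 nM final). Enhancement of the Gq-mediated intracellular calcium response was scored.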
D1 antagonist: antagonists of human D1 dopamine receptor. P21728. HEK293 TREx D1 cells, calcium flux, dopamine EC80; active compounds read low. activity change, negative = inhibition, % at 10 µM. 360,000 tested, 3.2% active; in the data active = activity change below about -30%; note: % is set by controls: 0 for no effect and ±100 for the full control effect
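HEK293 T-REx cells expressing inducible, force-coupled D1 receptor; no-wash Ca dye, 30–90 min RT. Cmpd → 180 s read at 1 Hz → EC80 DA → 180 s read.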
D1 ag: human D1 receptor agonism; P21728; HEK293 T-REx D1 cells, calcium flux, agonist mode; activation, % at 2 µM; 360,000 tested, 1% active; AID 504660; note: 0% is about no effect
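Agonism was scored from calcium flux recorded over 180 s (1 read/s) after pintool compound addition, following a 10-cycle baseline. Cells were inducible force-coupled HEK293 TREx D1, plated overnight at 30 C and loaded with no-wash calcium dye.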
D2 antagonist: antagonists of human D2 dopamine receptor; P14416; HEK293 TREx D2 cells, calcium flux, dopamine EC80; inhibition, % at 10 µM; 340,000 tested, 2% active; AID 485344; in the data active = inhibition above about 30%; note: 0% is about no effect
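Measurement of antagonist activity uses fluorescent calcium dye in inducible HEK293 T-REx D2 cells: 10 s baseline, compound addition with 180 s read, EC80 dopamine addition with a further 180 s read.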
TRHR agonist: agonists of human TRH receptor; P34981; TRHR cells, calcium flux fluo-8, FDSS agonist mode; activation, % at 2 µM; 360,000 tested, 0.18% active; AID 493084; note: 0% is about no effect
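In this calcium-flux screen, cells bearing human TRHR are dye-loaded with fluo-8, baselined for 10 cycles, then exposed to library compounds; positive kinetic calcium responses during the agonist phase mark hits, with TRH as control.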
RXFP1 antagonist: antagonists of human relaxin receptor RXFP1. Q9HBX9. HEK293-RXFP1, relaxin-stimulated cAMP HTRF, 30 min; active compounds read low. 350,000 tested, 0.59% active. activity change, negative = inhibition, % at 57.5 µM. AID 1259400;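 active = activity change of -60% or lower, but not beyond a set lower limit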; note: % is set by controls: 0 for no effect and ±100 for the full control effect
Target sequence (Q9HBX9 whole entry, looked up): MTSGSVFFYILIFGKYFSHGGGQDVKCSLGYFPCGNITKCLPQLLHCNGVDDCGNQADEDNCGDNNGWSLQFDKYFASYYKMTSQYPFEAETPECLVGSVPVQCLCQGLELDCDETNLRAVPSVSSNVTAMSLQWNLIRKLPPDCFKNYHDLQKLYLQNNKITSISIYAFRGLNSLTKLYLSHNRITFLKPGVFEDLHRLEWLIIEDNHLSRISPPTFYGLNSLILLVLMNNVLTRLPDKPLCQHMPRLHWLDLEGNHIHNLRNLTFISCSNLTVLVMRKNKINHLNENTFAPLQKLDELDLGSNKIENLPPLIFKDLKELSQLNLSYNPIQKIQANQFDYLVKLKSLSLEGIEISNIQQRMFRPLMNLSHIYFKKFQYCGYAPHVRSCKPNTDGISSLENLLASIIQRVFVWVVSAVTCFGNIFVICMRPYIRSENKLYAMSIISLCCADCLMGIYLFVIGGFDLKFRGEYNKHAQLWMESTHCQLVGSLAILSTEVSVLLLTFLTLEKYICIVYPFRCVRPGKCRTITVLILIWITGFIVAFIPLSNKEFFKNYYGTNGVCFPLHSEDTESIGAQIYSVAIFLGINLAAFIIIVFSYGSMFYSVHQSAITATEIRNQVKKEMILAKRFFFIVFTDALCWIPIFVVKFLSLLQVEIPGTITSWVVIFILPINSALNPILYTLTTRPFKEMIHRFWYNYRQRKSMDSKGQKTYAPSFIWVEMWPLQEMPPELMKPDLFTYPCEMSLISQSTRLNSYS
D1 potentiator: potentiators of human D1 dopamine receptor | 360,000 tested, 0.036% active | potentiation, % at 10 µM | AID 504651 | HEK293 TREx D1 cells, calcium flux, dopamine EC20 potentiation; in the data active = potentiation above about 30%; note: 0% is about no effect
D2 potentiator: positive allosteric modulators of human D2 dopamine receptor; HEK293 T-REx D2, calcium flux, EC20 dopamine potentiation; P14416; 340,000 tested, 0.34% active; potentiation, % at 10 µM; AID 485347;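 active = potentiation over 3 SD above the plate norm, cut at about 30% in these data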; note: 0% is about no effect
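Cells plated with tetracycline inducer and held overnight at 30 C; calcium dye loaded 30–90 min at room temperature; baseline taken, compound added and read 180 s; EC20 dopamine then added and read 180 s.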
D2 ag: D2 dopamine receptor (human) agonism. 340,000 tested, 0.53% active. activation, % at 2 µM. P14416. HEK293 T-REx D2 cells, calcium flux agonist mode. AID 485358;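 active = activation over 3 SD above normal in the single-dose calcium agonist read, cut at about 30% in these data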; note: 0% is about no effect
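Tetracycline-induced HEK293 Trex cells with D2 receptor force-coupled to calcium signaling, plated overnight at 30 C and loaded with no-wash calcium dye. Calcium flux read kinetically for 180 s after compound addition; responses flag agonists.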
* = called active by the depositor; / = not tested or not shown. Cut-off read from the data, not from the text of the source, unless noted: active = activation above about 30%; inactive = the rest.

no.	Structure	TRHR enhancer	D1 antagonist	D1 ag	D2 antagonist	TRHR agonist	RXFP1 antagonist	D1 potentiator	D2 potentiator	D2 ag
1	COC(=O)c1ccc(N=Cc2c(C(F)(F)F)[nH]n(C)c2=O)cc1	-4	-7	2	12	-0.1	2	1	1	0.6
2	O=C(NCCC(=O)N1CCCCCCC1)c1ccc(Br)cc1	-1	13	-1	8	0.2	-4	-1	-10	0.5
3	Cc1ccc(-n2cnnn2)c(S(=O)(=O)N2CCOCC2)c1	3	3	0	21	-0.4	-7	-1	1	-0.1
4	Cc1ccc(C2CC(=O)N3CN(Cc4ccco4)CSC3=C2C#N)cc1 (configuration not stated)	0	11	1	1	0.0	13	-4	-1	1.0
5	COc1ccc([N+](=O)[O-])cc1NC(=O)c1ccc(Br)s1	2	-2	1	-9	1.3	-1	-1	5	-0.6
6	O=C(Nc1ccc2snnc2c1)Nc1cccc2ccccc12	-1	-29	19	-8	1.5	-4	-7	-12	3.7
7	Cc1ccccc1NC(=O)Nc1cc(-c2ccccc2)nn1C	-3	-15	4	-12	0.1	-5	-7	5	0.7
8	CC(C)CN(C(=O)COC(=O)CCC(=O)c1ccc(F)cc1)c1c(N)n(Cc2ccccc2)c(=O)[nH]c1=O	-1	1	0	/	0.2	-7	-7	/	/
9	Cc1nc2ccccc2c2c1C(=O)N(C(C)C)C2=O	3	7	2	-6	0.5	9	-4	0	0.4
10	C[C@@H](C(=O)N1CCN(C(=O)OC(C)(C)C)CC1)n1cc(CCC(=O)O)nn1	-2	20	3	-7	0.0	/	-2	-1	-0.2
11	COc1ccc(CCN(C)CCC(=O)Nc2c(C)cc(C)cc2C)cc1OC	-3	1	1	9	-0.1	16	-1	-29	0.1
12	CCOC(=O)c1cc(OC(=O)c2ccc(OC)cc2)n(-c2ccccc2)n1	22	-3	0	/	-0.1	/	4	-3	-0.2
13	Cc1ccc2oc(C(=O)NCCCN3CCOCC3)c(C)c2c1	-1	7	0	-5	0.1	-4	-1	-20	2.2
14	CC(=Nc1ccccc1)C1=C(O)CSC1=O	-4	-19	2	-14	0.3	-3	-4	-4	0.3
15	CCOC(=O)c1oc2cc(O)cc(C)c2c(=O)c1-c1cscn1	-14	1	-3	-8	0.4	-2	-2	5	-0.8
16	COc1ccc(NC(=S)NC(=O)C2CCC2)cc1	-1	5	0	4	0.1	-6	0	-5	0.1
17	CC1(C)CC(=O)/C(=C(\O)CCCN2C(=O)c3ccccc3C2=O)C(=NCCO)C1	-4	-5	0	-7	-0.2	-3	4	3	0.7
18	O=C(O/N=C\c1ccc(N2CCCCC2)c([N+](=O)[O-])c1)c1c(F)cccc1F	-7	-2	1	5	-0.3	-30	1	21	0.6
19	CN(C)c1ccc(CN(CC2CCCO2)C(=O)c2ccc(Br)cc2)cc1 (configuration not stated)	-5	-13	5	/	-0.9	-6	-2	0	-1.2
20	CCOC(=O)c1[nH]c2ccccc2c1NC(=O)c1cc(OC)cc(OC)c1	-1	-11	2	/	-0.3	/	1	-2	-0.3
21	CCOc1cc(C2CC(=O)N3CN(C4CCCCC4)CSC3=C2C#N)ccc1O (configuration not stated)	6	-21	-3	0	0.2	-4	-9	-5	-0.9
22	O=C1CCCN1c1ccc(S(=O)(=O)NCCc2ccc(Cl)cc2)cc1	10	-16	10	-5	-0.4	-11	-4	3	-0.2
23	C=Cc1ccc(COc2ccc3oc(-c4ccccc4)c(C(=O)OCC)c3c2)cc1	0	-7	27	/	2.2	0	0	9	3.8
24	Cc1nn(-c2cccc(Cl)c2)c(Cl)c1/C=N/NC(=O)c1cccnc1	4	0	0	-5	-0.2	-10	3	0	1.2
25	O=C(C[n+]1ccccc1)Nc1ccccc1C(F)(F)F	2	-10	2	3	0.9	-3	4	9	0.3
26	COc1ccc(NC(=O)C2CC(=O)N(c3cccc(C)c3C)C2)cc1 (configuration not stated)	-2	0	3	31*	-0.3	-4	0	-13	0.3
27	O=C(Nc1nnc(CCc2ccccc2)s1)c1cccs1	1	-3	2	-2	2.3	-27	2	-1	0.5
28	COc1cccc(NC(=O)c2oc3ccccc3c2NC(=O)c2cc3ccccc3o2)c1	3	-26	1	/	-1.4	-7	-4	-5	-0.6
29	C=CCn1c(SCC(=O)N(CC)C2CCS(=O)(=O)C2)nc2sc3c(c2c1=O)CCC3 (configuration not stated)	0	-3	1	-1	-0.1	-3	/	6	0.3
30	CCC(=O)Nc1ccc2oc(-c3cccnc3)nc2c1	3	-8	4	1	0.3	8	1	-2	0.8
31	Cc1cccc(NC(=O)c2cccc3c2-c2ccccc2C3=O)n1	0	/	-3	6	-0.7	1	-11	6	-1.0
32	CCOC(=O)c1ccc(NC(=O)CCc2nnc3ccc(N4CCCC4)nn23)cc1	8	-5	3	2	0.1	22	-6	9	0.5

Laid out differently: entries from further up.
Sequence of screens – TRHR enhancer	D1 antagonist	D1 ag	D2 antagonist	TRHR agonist	RXFP1 antagonist	D1 potentiator	D2 potentiator	D2 ag
#21 CCOc1cc(C2CC(=O)N3CN(C4CCCCC4)CSC3=C2C#N)ccc1O (configuration not stated)
→ 6	-21	-3	0	0.2	-4	-9	-5	-0.9
#22 O=C1CCCN1c1ccc(S(=O)(=O)NCCc2ccc(Cl)cc2)cc1
→ 10	-16	10	-5	-0.4	-11	-4	3	-0.2
#23 C=Cc1ccc(COc2ccc3oc(-c4ccccc4)c(C(=O)OCC)c3c2)cc1
→ 0	-7	27	/	2.2	0	0	9	3.8
#24 Cc1nn(-c2cccc(Cl)c2)c(Cl)c1/C=N/NC(=O)c1cccnc1
→ 4	0	0	-5	-0.2	-10	3	0	1.2
#25 O=C(C[n+]1ccccc1)Nc1ccccc1C(F)(F)F
→ 2	-10	2	3	0.9	-3	4	9	0.3
#26 COc1ccc(NC(=O)C2CC(=O)N(c3cccc(C)c3C)C2)cc1 (configuration not stated)
→ -2	0	3	31*	-0.3	-4	0	-13	0.3
#27 O=C(Nc1nnc(CCc2ccccc2)s1)c1cccs1
→ 1	-3	2	-2	2.3	-27	2	-1	0.5
#28 COc1cccc(NC(=O)c2oc3ccccc3c2NC(=O)c2cc3ccccc3o2)c1
→ 3	-26	1	/	-1.4	-7	-4	-5	-0.6
#29 C=CCn1c(SCC(=O)N(CC)C2CCS(=O)(=O)C2)nc2sc3c(c2c1=O)CCC3 (configuration not stated)
→ 0	-3	1	-1	-0.1	-3	/	6	0.3
#30 CCC(=O)Nc1ccc2oc(-c3cccnc3)nc2c1
→ 3	-8	4	1	0.3	8	1	-2	0.8
#31 Cc1cccc(NC(=O)c2cccc3c2-c2ccccc2C3=O)n1
→ 0	/	-3	6	-0.7	1	-11	6	-1.0
#32 CCOC(=O)c1ccc(NC(=O)CCc2nnc3ccc(N4CCCC4)nn23)cc1
→ 8	-5	3	2	0.1	22	-6	9	0.5

Other compounds follow:
no.	Structure	TRHR enhancer	D1 antagonist	D1 ag	D2 antagonist	TRHR agonist	RXFP1 antagonist	D1 potentiator	D2 potentiator	D2 ag
33	Cc1ccc2oc(=O)c3cc(C(=O)NCCCN4CCCC(C)C4)sc3c2c1 (configuration not stated)	-1	-4	4	43*	0.0	6	2	-18	-0.2
34	CC(C)(C)NC(=O)C(OC(=O)c1cccs1)c1ccc(C#N)cc1 (configuration not stated)	2	3	1	1	-0.1	-5	-2	8	0.0
35	CC1=C(C(=O)OCc2ccccc2)C(c2ccsc2)C(C#N)=C(N)O1 (configuration not stated)	1	8	-1	0	-0.1	-25	-8	11	1.2
36	CON/C=C(\C=Nc1ccc(C(F)(F)F)cc1)c1ncc(C(F)(F)F)cc1Cl	-7	9	4	6	-0.3	1	-4	-7	-1.1
37	CCOC(=O)c1cc(-c2csc(COc3ccc(Cl)cc3)n2)on1	-2	0	9	13	-0.2	-13	0	8	0.3
38	Cc1cc2ccccc2n1CCNC(=O)C1CCCCC1	-4	-13	-2	9	-0.2	-4	5	-13	-0.4
39	COc1ccc(NC(=O)C2CCN(S(C)(=O)=O)CC2)cc1	-1	-5	3	-2	0.0	7	-7	-7	-1.9
40	COc1ccc(CNC(=O)CN2C(=O)CSc3ccc(S(=O)(=O)N(C)C)cc32)cc1	7	11	5	/	0.4	/	-4	2	0.1
41	Cc1ccc(CN2CCNC(=O)C2CC(=O)N(C)CCc2cnn(C)c2)cc1 (configuration not stated)	2	8	1	-6	0.2	-2	-4	1	0.7
42	N#CC(CO)(Cc1ccc(OC(F)F)cc1)c1nc2ccccc2[nH]1 (configuration not stated)	1	-6	4	/	-1.3	4	-10	/	/
43	CCOC(=O)C1CCC(CN(Cc2c(Cl)cccc2Cl)S(=O)(=O)c2ccc(Cl)cc2)CC1 (configuration not stated)	2	11	5	/	0.7	-9	-2	13	0.2
44	Nc1nnc(Sc2ncccc2[N+](=O)[O-])s1	-3	16	1	-9	0.9	-5	0	0	0.7
45	COc1ccc(NC(=O)c2cnc(N3CCCC3)nc2)cc1OC	-3	-13	-1	/	0.1	1	1	-1	1.6
46	CN(CC(=O)Nc1ccc(F)c(F)c1F)C(=O)C1CCCO1 (configuration not stated)	-3	-6	1	3	-0.5	-12	1	3	0.2
47	CC(C)=CCC/C(C)=C/C=N/NC(=O)c1ccc([N+](=O)[O-])cc1	5	0	1	11	-1.0	/	-2	-27	-1.5
48	Cc1ccc2nc(-c3ccncc3)cc(C(=O)NCc3ccccc3F)c2c1	-3	-16	-1	5	-0.4	-2	-2	-5	-1.6
49	CCc1ccc(NC(=O)C2CCN(S(=O)(=O)c3cccs3)CC2)cc1	5	-4	12	1	-1.6	-10	1	14	-2.2
50	CC[n+]1c(/C=C(/C)SC)sc2ccccc21	-1	5	0	-2	0.2	-13	-4	3	0.1
51	Cc1cc(C)c(NC(=O)COc2ccc(-n3cnnn3)cc2)c(C)c1	-1	4	3	0	-0.7	-4	-6	-3	-0.1
52	CC(C)Oc1ccc(C(=O)Nc2ccc(N3CCN(C(=O)c4ccco4)CC3)cc2)cc1	0	3	1	-4	-0.9	1	5	-2	-0.3
53	O=C(NCc1ccc(F)cc1)Nc1cccc(Cl)c1	-7	-8	14	/	0.6	1	-8	-11	/
54	COC(=O)/C(=C1\Oc2ccc(C(C)(C)C)cc2S1)C(F)(F)F	7	3	3	0	-0.4	-3	4	23	-1.7
55	CCCc1nnc(NC(=O)CCC(=O)N2CCN(S(=O)(=O)c3ccc(OC)cc3)CC2)s1	6	5	1	-6	-0.2	-9	4	6	/
56	CCC(=O)N1CCc2cc(S(=O)(=O)CCC(=O)Nc3ccc(CC)cc3)ccc21	-1	21	0	2	-0.1	8	-22	0	0.7
57	CCN1CCN(C(=O)CCCn2c(C)c3cnn(-c4ccccc4)c(=O)c3c2C)CC1	-3	-3	3	10	0.4	-1	/	-1	-0.4
58	Cc1ccc(Cn2nnc(C(=O)Nc3ccc(F)c(F)c3)c2N)cc1	-5	-8	4	/	-0.3	-6	0	6	0.5
59	CC(C)n1ncc2c(C(=O)Nc3ccc(CC#N)cc3)cc(C3CC3)nc21	5	-2	1	-20	-0.5	-6	9	-9	-1.2

Bioassay records (PubChem)
